Screens as filed in PubChem.
ROCK2 inh: inhibitors of human Rho kinase 2; purified ROCK2, Kinase-Glo ATP depletion luminescence; inhibition, % at 6 µM; 60,000 tested, 0.35% active; AID 604;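 active means inhibition above the screen-wide mean inhibition plus 3 SD, cut at about 18% in these data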;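 further: plate controls were DMSO wells for no effect and Y-27632 control wells after no-enzyme background subtraction for full effect; many of its hits are not listed in these tables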
Target sequence (O75116 whole entry, looked up): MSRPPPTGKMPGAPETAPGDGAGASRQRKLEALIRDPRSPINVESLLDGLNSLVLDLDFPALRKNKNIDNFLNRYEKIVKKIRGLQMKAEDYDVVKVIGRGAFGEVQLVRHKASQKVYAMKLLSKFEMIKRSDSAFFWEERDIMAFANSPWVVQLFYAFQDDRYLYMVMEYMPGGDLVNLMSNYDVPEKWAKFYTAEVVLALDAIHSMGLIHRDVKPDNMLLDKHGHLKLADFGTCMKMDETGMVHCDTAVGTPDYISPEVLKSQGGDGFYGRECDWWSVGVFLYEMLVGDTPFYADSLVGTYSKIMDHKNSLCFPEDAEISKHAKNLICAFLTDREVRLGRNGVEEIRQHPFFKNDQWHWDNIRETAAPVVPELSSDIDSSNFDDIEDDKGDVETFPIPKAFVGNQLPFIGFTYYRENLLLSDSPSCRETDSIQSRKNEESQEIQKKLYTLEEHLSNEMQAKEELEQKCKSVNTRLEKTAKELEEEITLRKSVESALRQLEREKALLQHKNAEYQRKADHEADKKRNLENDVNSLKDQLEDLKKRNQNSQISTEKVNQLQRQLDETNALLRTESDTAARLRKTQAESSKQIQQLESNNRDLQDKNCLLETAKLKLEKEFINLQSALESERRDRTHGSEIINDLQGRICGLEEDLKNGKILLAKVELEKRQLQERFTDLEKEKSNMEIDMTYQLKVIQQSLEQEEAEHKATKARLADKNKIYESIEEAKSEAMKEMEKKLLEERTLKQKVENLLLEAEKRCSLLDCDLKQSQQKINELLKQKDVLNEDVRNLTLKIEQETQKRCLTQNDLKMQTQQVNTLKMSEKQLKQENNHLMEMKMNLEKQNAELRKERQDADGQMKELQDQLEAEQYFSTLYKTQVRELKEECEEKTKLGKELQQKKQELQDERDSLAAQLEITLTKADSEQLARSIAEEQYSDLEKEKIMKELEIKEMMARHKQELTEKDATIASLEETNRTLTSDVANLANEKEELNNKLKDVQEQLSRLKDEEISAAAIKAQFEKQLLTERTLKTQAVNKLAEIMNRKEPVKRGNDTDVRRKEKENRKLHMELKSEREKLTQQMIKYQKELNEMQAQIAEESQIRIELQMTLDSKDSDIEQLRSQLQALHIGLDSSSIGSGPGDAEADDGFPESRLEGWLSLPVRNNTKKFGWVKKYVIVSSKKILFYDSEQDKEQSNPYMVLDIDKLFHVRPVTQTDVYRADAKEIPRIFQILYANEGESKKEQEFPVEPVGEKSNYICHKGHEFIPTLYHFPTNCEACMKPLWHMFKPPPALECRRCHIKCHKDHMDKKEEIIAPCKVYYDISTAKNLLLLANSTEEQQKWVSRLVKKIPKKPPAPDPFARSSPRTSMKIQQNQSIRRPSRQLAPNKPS
JNK3 blocker: blocks human JNK3 kinase activity; 60,000 tested, 0.61% active; AID 746; inhibition, % at 8 µM; purified JNK3 kinase activity, HTS; in the data active means inhibition above about 17%;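 further: 0% = DMSO and 100% = reference inhibitor; many of its hits are not listed in these tables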
PKA inh: PKA (human) kinase inhibition. inhibition, % at 6 µM. PKA Kemptide phosphorylation, Kinase-Glo ATP luminescence. P17612. 65,000 tested, 0.1% active. AID 524;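 active means inhibition above the screen-wide mean inhibition plus 3 SD, cut at about 21% in these data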; further: many of its hits are not listed in these tables
MMP13 inh: inhibitors of human MMP13 | P45452 | MMP-13 fTHP FRET cleavage, Mca fluorescence | inhibition, % at 4 µM | 65,000 tested, 0.07% active;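 active means inhibition above the mean of compound-free control plate wells plus 3 SD, cut at about 14% in these data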;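 further: 0% = DMSO wells and 100% = wells with reference MMP-13 inhibitor after basal subtraction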
A340 absorber: compound absorbs light at 340 nm; compound absorbance at 340 nm, fold over control; fold change at 10 µM; 65,000 tested, under 10 active;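 active means at 10 µM dose, initial 340 nm absorbance at least 2 fold that of control wells; inactive means change under 2 fold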;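 further: initial absorbance extrapolated from kinetic A340 decline of NADH oxidation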
Ecoli tolC: blocks growth of E. coli BW25113 tolC mutant. OD615. growth inhibition, % at 10 µM (by protocol). 65,000 tested, 2.2% active. AID 573;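 active means growth inhibition at or above a cutoff equal to the mean over every tested compound plus 3 SD, cut at about 60% in these data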;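 further: growth measured after 20 h incubation at 37 °C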
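Test system: tolC-deleted E. coli BW25113 | Medium: LB with kanamycin 50 µg/mL | Compound dosing: Single concentration, 10 µM final per compound | Schedule: 37 °C, 20 h exposure | Measured by: OD at 615 nm | Evaluation: Percent growth inhibition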
NADH coupling: inhibitors of enzymes used to reach an NAD/NADH endpoint | coupled PK/LDH NADH assays, four targets | AID 774 | IC50, µM (doses to about 10 µM), for inactives: at the highest dose inhibition | 65,000 tested, 0.02% active;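 active means single-dose screening hits from any of four coupled enzyme assays that gave an IC50 when retested across doses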;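 further: the DPM-DC format reads NADH fluorescence rather than 340 nm absorbance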
Autofluor 339: intrinsic fluorescence of library compounds, ex339/em460 – biochemical, MLSMR library, data from DPM-DC assay, artefact control, profiling panel; 65,000 tested, 5.5% active; AID 709; fluorescence fold increase at 10 µM; compound autofluorescence, ex339/em460 nm, NADH buffer; active compounds read high; 1 = no-compound wells, NADH background;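 active means at 10 µM, mean starting fluorescence two-fold or more over control wells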;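 further: signal is the first read of a kinetic run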
HEK293 NFkB inh: lowers PMA/ionomycin-induced NF-kB signal in HEK293 cells. HEK-293 NF-kB luciferase reporter, luminescence. AID 465. 62,000 tested, 0.21% active. inhibition, % at 3 µM;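 active means inhibition above the mean of all tested compounds plus 3 SD, cut at about 40% in these data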;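 further: 0% = stimulated DMSO wells and 100% = 10 µM reference inhibitor 5653914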
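Reagent: PMA plus ionomycin mix as NF-kB-activating stimulus. Assay system: NF-kB luciferase reporter HEK-293 cells. Technique: luminescence from luciferase substrate reagent. Incubation: 1 h compound pre-incubation, 16 h PMA/ionomycin at 37 °C. Benchmarks: DMSO only as uninhibited control, 10 µM reference inhibitor as full inhibition. Repeats: tested once.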
* = called active by the depositor; nt = not tested or not shown. An excerpt; count on the stated rates, not on these rows.

cpd	Compound	ROCK2 inh	JNK3 blocker	PKA inh	MMP13 inh	A340 absorber
1	Cc1ccc(C2(C)NC(=O)N(Cc3c(C)noc3C)C2=O)cc1 (stereo unspecified)	8	2	12	1	1
2	CCCC(=O)Nn1cnc2c(c1=O)C1(CCCC1)Cc1ccccc1-2	-6	9	7	0	1
3	O=C(NCCCN1CCN(c2ccc(F)cc2)CC1)c1cccc(N2CCCC2=O)c1	-1	-9	2	9	0.99
4	CCOCCn1c(COc2ccccc2)nc2ccccc21	5	-3	9	4	1
5	COc1cccc(N2CCN(C(=O)C3C4C=CC5(CN(Cc6ccccc6Cl)C(=O)C35)O4)CC2)c1 (stereo unspecified)	nt	nt	-4	-2	0.99
6	CSC(=O)CC(=O)NC(=O)c1ccccc1	-4	2	-5	8	1
7	O=c1cc(N2CCOCC2)[nH]c(=O)n1-c1ccc(Br)cc1	-1	1	-2	-6	1
8	Cc1ccc(N(CC(=O)N2CCN(C3CCCCC3)CC2)S(=O)(=O)c2cccnc2)cc1	-7	8	-2	4	1

cpd	Ecoli tolC	NADH coupling	Autofluor 339	HEK293 NFkB inh
1	6	2%	1.1	6
2	10	2%	1.1	nt
3	-14	4%	1.1	0
4	17	7%	1.1	12
5	12	11%	1	16
6	-7	4%	1	7
7	-5	2%	1.1	10
8	-4	4%	1	4

More entries
cpd	Compound	ROCK2 inh	JNK3 blocker	PKA inh	MMP13 inh	A340 absorber
9	OC(CNCCCN1CCCCC1)COc1ccccc1 (stereo unspecified)	-4	-3	2	1	1
10	COC(=O)c1ccc(NC(=O)C2CCCO2)cc1 (stereo unspecified)	3	-3	3	0	1
11	CCOC(=O)/C(C#N)=C1/C=Nc2ccccc2N1	-8	-9	-5	14*	1.1
12	COc1ccc(C2c3c(oc4ccccc4c3=O)C(=O)N2c2ccccn2)cc1OC (stereo unspecified)	3	0	5	-5	1.1
13	O=C(CSc1ncnc2c1cnn2-c1ccccc1)Nc1ccc2c(c1)OCO2	8	4	2	-4	1.1
14	Cc1csc(NC(=O)c2nc(-c3ccccc3)n(-c3ccccc3)n2)n1	10	5	9	1	1
15	N#Cc1nc(Cc2cccc3ccccc23)oc1N1CCCCC1	0	-5	2	2	1
16	COc1ccc(OCC(=O)c2c(O)c3ccccc3oc2=O)cc1	1	-1	0	1	1

cpd	Ecoli tolC	NADH coupling	Autofluor 339	HEK293 NFkB inh
9	5	0%	1.1	nt
10	-27	10%	1	-2
11	2	8%	1	13
12	9	1%	1	8
13	-11	15%	1.7	5
14	1	1%	1.1	15
15	51	1%	1.1	22
16	3	10%	1	-14

Other structures:
cpd	Compound	ROCK2 inh	JNK3 blocker	PKA inh	MMP13 inh	A340 absorber
17	COc1cccc(-n2c(C)nnc2SCC#N)c1	0	1	5	0	1
18	COc1cccc(CNc2ccc3c(c2)ncn3C(C)C)c1OC	0	-3	0	-5	1.1
19	Cc1ccccc1C(=O)NCCN=C1NS(=O)(=O)c2ccccc21	1	-3	12	-1	1
20	Cn1ncc(N)c1C(=O)Nc1cccc(C(F)(F)F)c1	5	-14	2	-1	1
21	O=C(CN(C(=O)CCC(=O)Nc1ccccn1)c1ccc2c(c1)OCCO2)NCCc1ccccc1	6	0	9	-7	0.97
22	CCOC(=O)c1cnc2c(C#N)c(C)nn2c1-c1ccccc1	4	-4	7	1	1.1
23	N#Cc1c2c(c(NCCCN3CCOCC3)n3c1nc1ccccc13)CCC2	5	-26	4	-41	1
24	CCc1ccc(NC(=O)CSc2nnc(Cn3c(=O)sc4ccccc43)n2C)cc1	3	4	7	-1	1.1

cpd	Ecoli tolC	NADH coupling	Autofluor 339	HEK293 NFkB inh
17	-17	7%	1	4
18	15	6%	1.3	-24
19	-15	3%	1.1	-14
20	-9	2%	1.1	-6
21	4	4%	1	15
22	-2	13%	1.4	-6
23	-1	12%	3*	2
24	-1	2%	1.1	10

Sorted by the number under A340 absorber (highest first): some entries from above.
# | molecule | A340 absorber
18 | COc1cccc(CNc2ccc3c(c2)ncn3C(C)C)c1OC | 1.1
19 | Cc1ccccc1C(=O)NCCN=C1NS(=O)(=O)c2ccccc21 | 1
21 | O=C(CN(C(=O)CCC(=O)Nc1ccccn1)c1ccc2c(c1)OCCO2)NCCc1ccccc1 | 0.97

The list goes on.
cpd	Compound	ROCK2 inh	JNK3 blocker	PKA inh	MMP13 inh	A340 absorber
25	O=C(CCCN1C(=O)CCC1=O)Nc1ccc2c(c1)OCO2	10	-1	8	0	1
26	CCOC(=O)C(Cc1cc(C(C)=O)ccc1OC(C)C)C(=O)OCC	1	-6	-3	-6	1
27	CCN1CCN(C(=O)c2ccccc2N(Cc2ccccc2)S(C)(=O)=O)CC1	1	-3	4	2	1
28	COc1ccc(CC(CC(=O)O)C(=O)Nc2ccccc2)cc1 (stereo unspecified)	6	1	4	-4	1
29	Clc1cccc(-c2cc3nc4c(c(N5CCOCC5)n3n2)CCCC4)c1	nt	nt	6	-1	1
30	CCCCCNC(=O)Cc1ccc(OC)cc1	-5	-5	-7	5	0.99
31	O=C(CN1C(=O)C2(OCCO2)c2ccccc21)c1ccc(F)cc1	nt	nt	8	-2	1
32	Cn1c(=O)c2c(nc(NCCCO)n2CCc2ccccc2)n(C)c1=O	nt	nt	1	0	1

cpd	Ecoli tolC	NADH coupling	Autofluor 339	HEK293 NFkB inh
25	-7	3%	1.1	14
26	22	4%	1.1	24
27	-21	2%	1.1	2
28	-11	1%	1.1	4
29	25	3%	1.4	6
30	-20	1%	1.1	2
31	-7	4%	1.1	-5
32	-22	1%	1.1	-2

Given with bars between the fields: entries from further up
item | canonical_smiles | ROCK2 inh | JNK3 blocker | PKA inh | MMP13 inh | A340 absorber | Ecoli tolC | NADH coupling | Autofluor 339 | HEK293 NFkB inh
26 | CCOC(=O)C(Cc1cc(C(C)=O)ccc1OC(C)C)C(=O)OCC | 1 | -6 | -3 | -6 | 1 | 22 | 4% | 1.1 | 24
32 | Cn1c(=O)c2c(nc(NCCCO)n2CCc2ccccc2)n(C)c1=O | nt | nt | 1 | 0 | 1 | -22 | 1% | 1.1 | -2
31 | O=C(CN1C(=O)C2(OCCO2)c2ccccc21)c1ccc(F)cc1 | nt | nt | 8 | -2 | 1 | -7 | 4% | 1.1 | -5
25 | O=C(CCCN1C(=O)CCC1=O)Nc1ccc2c(c1)OCO2 | 10 | -1 | 8 | 0 | 1 | -7 | 3% | 1.1 | 14
30 | CCCCCNC(=O)Cc1ccc(OC)cc1 | -5 | -5 | -7 | 5 | 0.99 | -20 | 1% | 1.1 | 2

(more compounds)
cpd	Compound	ROCK2 inh	JNK3 blocker	PKA inh	MMP13 inh	A340 absorber
33	Cc1nn(Cc2ccc(Cl)cc2Cl)c(C)c1NC(=O)c1nc2n(n1)C(C(F)F)CC(C)N2 (stereo unspecified)	0	5	2	-2	0.99
34	COCCn1c(SCC(=O)OCc2ccccc2)nc2c1c(=O)[nH]c(=O)n2C	-8	-2	-2	0	1.1
35	COc1ccccc1CNC(=O)CC(NS(=O)(=O)c1ccc(C)cc1)c1ccco1 (stereo unspecified)	6	-6	4	3	1.1
36	COc1ccc(CN(Cc2ccccn2)S(=O)(=O)c2ccc(-n3cnnn3)cc2)cc1	1	0	-2	4	0.99
37	Cc1nc(NC(C)C)c2oc3ccccc3c2n1	nt	nt	11	6	1.1
38	CCN(C1CCCCC1)S(=O)(=O)c1cc(C)ccc1OC	1	-4	5	6	1.1
39	COc1ccccc1CCNS(=O)(=O)c1c(C)n(C)c(=O)n(C)c1=O	1	1	-2	4	1
40	COc1cc(C(O)P(=O)(OC2CCCCC2)c2ccc(N(C)C)cc2)cc(OC)c1OC (stereo unspecified)	1	8	5	-4	1

cpd	Ecoli tolC	NADH coupling	Autofluor 339	HEK293 NFkB inh
33	9	4%	1.2	14
34	-4	0%	1.1	6
35	9	0%	1.1	19
36	10	2%	1.1	2
37	7	9%	1	14
38	42	5%	1.1	-1
39	-5	1%	1.1	2
40	10	5%	1.1	14

(continued)
cpd	Compound	ROCK2 inh	JNK3 blocker	PKA inh	MMP13 inh	A340 absorber
41	Cc1cccc(OCCn2c(NC(=O)c3ccco3)nc3ccccc32)c1	7	0	11	3	1.2
42	Cc1ccc2nc(C(F)OC(F)(F)F)[nH]c2c1 (stereo unspecified)	2	7	3	0	1
43	COc1cc(C(=O)NCCC(=O)NCc2ccc3c(c2)OCO3)cc(OC)c1OC	0	-3	0	-7	0.98
44	CCOC(=O)N1CCN(c2ncnc3c2oc2nc(C)c4c(c23)CC(C)(C)OC4)CC1	2	4	1	-2	1
45	Cn1c(=O)oc2cc(S(=O)(=O)NCc3ccncc3)ccc21	0	3	-10	1	1
46	O=C(CCCCCn1c(=S)[nH]c2cc3c(cc2c1=O)OCO3)N1CCN(Cc2ccccc2)CC1	nt	nt	4	4	1
47	COC(=O)c1cccc(NC(=O)Cn2cnc3ccccc3c2=O)c1	7	4	7	3	1
48	CC(C)Cc1nc2oc3c(NCc4cccnc4)ncnc3c2c2c1CCC2	8	7	3	-53	1

cpd	Ecoli tolC	NADH coupling	Autofluor 339	HEK293 NFkB inh
41	98*	9%	1.2	14
42	-6	2%	1.1	14
43	-20	7%	1	4
44	3	3%	1.2	12
45	-17	6%	1	9
46	12	4%	1	18
47	10	10%	1.1	17
48	nt	19%	2.6*	4
